# A3G deaminase = APOBEC3G DNA deaminase inhibitors, primary screen, biochemical, fluorescence, single-stranded DNA substrate, uHTS; recombinant A3G, ssDNA deamination FAM/TAMRA fluorescence; inhibition, % at 20 µM; 330,000 compounds, 0.28% hits; AID 493012, 2011;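 active = inhibition of at least 40% at 20 µM, with no more than 30% in the related APOBEC3A deaminase screen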;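 also: plate controls were DMSO wells with A3G for no effect and wells lacking A3G enzyme for full effect; some compounds called inactive have numbers as strong as hits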
# UBC13 inh = UBC13 polyubiquitin chain formation inhibitors, primary screen, biochemical, TR-FRET, uHTS. inhibition, % at 20 µM. Ubiquitin-conjugating enzyme E2 N (Homo sapiens), P61088. AID 485273, 2010. 330,000 compounds, 0.47% hits; in the data active = inhibition above about 45%, passing the limit was not always enough
# SENP8 block-1 = SENP8 protease inhibitors, primary screen, biochemical, luminescence; AID 2540, 2010; purified SENP8, Z-RLRGG-aminoluciferin cleavage; inhibition, % at 10 µM; 330,000 compounds, 1.2% hits; Sentrin-specific protease 8 (Homo sapiens), Q96LD8; in the data active = inhibition above about 50%
# SENP7 block = SENP7 protease inhibitors, primary screen, biochemical, luminescence, uHTS; Sentrin-specific protease 7 (Homo sapiens), Q9BQF6; recombinant SENP7, Z-RLRGG-aminoluciferin luminescence, 40 min; inhibition, % at 5 µM; 330,000 compounds, 1.5% hits;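 active = inhibition above about 50% at the single test dose, limit read from the data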;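 also: plate controls were DMSO with enzyme for no effect and no enzyme buffer wells for full effect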
# SENP6 block = SENP6 protease inhibitors, primary screen, biochemical, luminescence, uHTS; Sentrin-specific protease 6 (Homo sapiens), Q9GZR1; inhibition, % at 10 µM; 330,000 compounds, 1.8% hits; Recombinant SENP6 catalytic domain, aminoluciferin luminescence; AID 2599, 2010;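 active = inhibition above about 50% at the single tested dose, limit read from the data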;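 also: plate controls were DMSO wells with enzyme for no effect and DMSO wells lacking enzyme for full effect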
# Apaf-1 inh = inhibitors of human Apaf-1 apoptosome, primary screen, biochemical, DEVD-Rh110 fluorescence, uHTS | 330,000 compounds, 0.71% hits | reconstituted apoptosome caspase-3 activity | Apoptotic protease-activating factor 1 (Homo sapiens), O14727 | inhibition, % at 20 µM; active = inhibition of at least 40% at 20 µM;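 also: plate controls were DMSO wells for no effect and DEVD-CHO caspase inhibitor wells for full effect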
# Target sequence (O14727 whole entry, looked up): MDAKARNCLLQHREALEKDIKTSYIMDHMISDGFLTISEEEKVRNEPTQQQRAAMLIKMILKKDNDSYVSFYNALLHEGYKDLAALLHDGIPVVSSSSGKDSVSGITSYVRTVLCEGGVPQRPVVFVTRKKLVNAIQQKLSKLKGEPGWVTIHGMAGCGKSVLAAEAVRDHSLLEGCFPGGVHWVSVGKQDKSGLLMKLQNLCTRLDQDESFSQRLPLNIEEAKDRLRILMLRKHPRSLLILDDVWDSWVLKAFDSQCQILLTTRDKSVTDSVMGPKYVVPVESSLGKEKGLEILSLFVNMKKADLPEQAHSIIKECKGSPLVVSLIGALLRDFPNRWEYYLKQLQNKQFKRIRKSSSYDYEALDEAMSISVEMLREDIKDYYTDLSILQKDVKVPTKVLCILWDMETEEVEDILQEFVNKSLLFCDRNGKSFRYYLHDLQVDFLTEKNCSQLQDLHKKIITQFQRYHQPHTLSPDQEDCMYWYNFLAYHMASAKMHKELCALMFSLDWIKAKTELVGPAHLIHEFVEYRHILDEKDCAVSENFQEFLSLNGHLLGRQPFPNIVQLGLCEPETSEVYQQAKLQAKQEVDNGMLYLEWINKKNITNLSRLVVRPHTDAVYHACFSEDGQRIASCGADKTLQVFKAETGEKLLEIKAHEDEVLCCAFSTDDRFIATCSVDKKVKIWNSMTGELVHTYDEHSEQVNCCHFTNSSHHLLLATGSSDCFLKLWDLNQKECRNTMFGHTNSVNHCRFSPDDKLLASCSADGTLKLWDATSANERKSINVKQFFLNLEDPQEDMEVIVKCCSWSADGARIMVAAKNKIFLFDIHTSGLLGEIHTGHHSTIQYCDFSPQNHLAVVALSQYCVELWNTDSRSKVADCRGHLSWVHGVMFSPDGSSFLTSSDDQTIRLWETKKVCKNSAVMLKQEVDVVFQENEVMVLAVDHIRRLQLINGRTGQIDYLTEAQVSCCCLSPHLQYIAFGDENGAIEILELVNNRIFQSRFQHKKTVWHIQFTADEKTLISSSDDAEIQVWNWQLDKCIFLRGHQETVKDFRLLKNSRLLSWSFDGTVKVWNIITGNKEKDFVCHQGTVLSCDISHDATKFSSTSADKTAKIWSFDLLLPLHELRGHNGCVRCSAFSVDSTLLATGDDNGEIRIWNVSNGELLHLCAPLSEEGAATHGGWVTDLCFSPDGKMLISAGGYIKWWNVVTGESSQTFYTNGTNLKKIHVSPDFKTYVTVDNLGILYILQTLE
#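 Assay system: Apoptosome proteins | Medium: pH 7.5 Hepes buffer with CHAPS, BSA, DTT | Also added: Cytochrome c and DEVD-Rh110 substrate | Times: 30 min plus 50 min, RT | Detection: Rhodamine 110 fluorescence at Ex 480/Em 540 nm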
# SENP8 block-2 = human SENP8 protease inhibitors, primary screen, biochemical, fluorescence, Nedd8 protein substrate, uHTS | 360,000 compounds, 0.64% hits | recombinant SENP8 | inhibition, % at 20 µM | AID 602440, 2012 | Sentrin-specific protease 8 (Homo sapiens), Q96LD8; in the data active = inhibition mostly above about 40%, no sharp cut-off; inactive = mostly below about 27%
# SENP1 inh = human SENP1 catalytic domain inhibitors, primary screen, biochemical, FRET, uHTS; Sentrin-specific protease 1 (Homo sapiens), Q9P0U3; recombinant SENP1 catalytic domain, CyPet-SUMO1-YPet FRET cleavage; inhibition, % at 10 µM; 360,000 compounds, 0.21% hits;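 active = inhibition at least 30% at 10 µM, raw YFP signal under a set limit, fluorescence ratio 0.5 to 1.5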;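 also: 0% = enzyme with DMSO and 100% = no enzyme wells; some results filed as inactive read as strong as hits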
#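 System: Recombinant human SENP1 catalytic domain, His6-tagged | Incubation: Enzyme reaction for 50 min at room temperature, dark | Medium: Tris pH 8 with BME, BSA, NP40 and catalase | Also added: 25 nM SUMO1 FRET substrate | Compound: 10 µM single point, 0.5% DMSO | Measured by: FRET fluorescence in CFP and YFP emission channels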
# Starred values were filed as active, the others as inactive.
(1) COc1ccc(N2CCN(c3oc(-c4ccc(OC)c(OC)c4)nc3C#N)CC2)cc1
(2) COc1ccc(C2C(C#N)=C(N)N(c3ccccc3C#N)C3=C2C(=O)CCC3)cc1CN1CCCC1 (stereo unspecified)
(3) CC(C(=O)N1CCc2ccccc21)N(C)CC(=O)Nc1cccc(F)c1 (stereo unspecified)
(4) CCC(CC)N1CCN(Cc2nc3ccc([N+](=O)[O-])cc3c(=O)n2-c2ccccc2F)CC1
(5) O=S(=O)(NCCc1ccccn1)c1ccc(-c2ccccn2)s1
(6) Cc1nn(CC(=O)NCCc2ccc(Cl)cc2Cl)c(C)c1[N+](=O)[O-]
screen / no.	1	2	3	4	5	6
A3G deaminase	-5	-5	-8	-3	1	-5
UBC13 inh	10	-14	-3	-8	4	-10
SENP8 block-1	3	-6	-6	-2	3	-4
SENP7 block	8	-9	-2	-5	4	-9
SENP6 block	2	-5	7	-9	4	-9
Apaf-1 inh	6	10	13	4	-9	10
SENP8 block-2	-75	19	8	14	2	26
SENP1 inh	1	2	-2	-2	-1	1

(7) CC(NC(=O)Cc1ccc(S(=O)(=O)N2CCOCC2)s1)c1ccc(Cl)cc1Cl (stereo unspecified)
(8) CCC(C(=O)NCCc1ccccc1OC)n1nc(C)c2c(C)n(-c3ccccc3)nc2c1=O (stereo unspecified)
(9) COc1ccc(C(CNC(=O)COc2ccc(-c3ccccc3)cc2)N2CCOCC2)cc1 (stereo unspecified)
(10) Cc1ccc2c(CC(=O)Nc3ccc(F)c(S(=O)(=O)N4CCOCC4)c3)coc2c1
(11) O=C(Nc1ccccc1)c1cccnc1NCCc1ccccc1
(12) COC(=O)c1sc2nc(CN3CCN(c4cccc(C(F)(F)F)c4)CC3)[nH]c(=O)c2c1C
screen / no.	7	8	9	10	11	12
A3G deaminase	-11	-3	-3	4	-1	-2
UBC13 inh	2	-2	-5	-6	-2	3
SENP8 block-1	-4	-7	-10	-1	2	5
SENP7 block	-10	0	-9	6	5	-2
SENP6 block	-12	-9	-15	-3	5	3
Apaf-1 inh	0	5	3	-1	10	-2
SENP8 block-2	2	19	25	-6	-178	-148
SENP1 inh	-2	1	-6	2	-2	-16

(13) Cc1cc(N2CCOCC2)nc2ccc(NC(=S)NCCN(C)C)cc12
(14) CC(C)Oc1ccc(N2CC(C(=O)Nc3ccccc3C(=O)NC3CC3)CC2=O)cc1 (stereo unspecified)
(15) Cn1cc(Br)c(C(=O)N2CCN(c3cccc(Cl)c3)CC2)n1
(16) Cc1ccc(S(=O)(=O)N2CCN(C(=O)Cn3nc(C)c([N+](=O)[O-])c3C)CC2)cc1
(17) O=C(COC(=O)CSc1ccccc1)Nc1ccc(F)cc1F
(18) COc1cccc(CC(=O)OCC(=O)NC(Cc2ccccc2)C(C)=O)c1 (stereo unspecified)
screen / no.	13	14	15	16	17	18
A3G deaminase	-6	1	-2	-1	-9	-9
UBC13 inh	-2	-1	-1	4	-3	5
SENP8 block-1	-8	2	-4	1	-14	11
SENP7 block	-3	3	-5	-2	-4	-2
SENP6 block	-10	-10	9	-9	-16	-4
Apaf-1 inh	12	5	15	1	8	0
SENP8 block-2	-315	0	3	6	19	1
SENP1 inh	-24	-1	0	4	7	0

(19) Cc1ccc2nc(NCc3ccccc3)c(C#N)cc2c1
(20) O=C(CN1C(=O)C2C3CCC(C3)C2C1=O)OCC(=O)c1cccc([N+](=O)[O-])c1 (stereo unspecified)
(21) O=C(NCCC1CC1(Cl)Cl)Nc1ccccc1 (stereo unspecified)
(22) O=C(NCc1cccnc1)c1ccc(CS(=O)(=O)Cc2ccc(Cl)cc2)o1
(23) Cc1csc(NC(=O)C2CCC(C)(C(=O)O)C2(C)C)n1 (stereo unspecified)
(24) CCOC(=O)C1(CCc2ccccc2)CCN(Cc2ccc(C(=O)OC)cc2)CC1
screen / no.	19	20	21	22	23	24
A3G deaminase	0	-5	0	-2	2	5
UBC13 inh	6	6	-3	2	6	2
SENP8 block-1	2	-2	-1	9	-6	-5
SENP7 block	9	3	9	4	12	-12
SENP6 block	-3	-8	-20	-7	0	4
Apaf-1 inh	-10	-14	4	-10	4	11
SENP8 block-2	-440	0	10	23	4	7
SENP1 inh	-183	1	0	-3	2	0

# Rewritten as tab-separated lines: entries from further up.
cpd	SMILES	A3G deaminase	UBC13 inh	SENP8 block-1	SENP7 block	SENP6 block	Apaf-1 inh	SENP8 block-2	SENP1 inh
19	Cc1ccc2nc(NCc3ccccc3)c(C#N)cc2c1	0	6	2	9	-3	-10	-440	-183
20	O=C(CN1C(=O)C2C3CCC(C3)C2C1=O)OCC(=O)c1cccc([N+](=O)[O-])c1 (stereo unspecified)	-5	6	-2	3	-8	-14	0	1
21	O=C(NCCC1CC1(Cl)Cl)Nc1ccccc1 (stereo unspecified)	0	-3	-1	9	-20	4	10	0
22	O=C(NCc1cccnc1)c1ccc(CS(=O)(=O)Cc2ccc(Cl)cc2)o1	-2	2	9	4	-7	-10	23	-3
23	Cc1csc(NC(=O)C2CCC(C)(C(=O)O)C2(C)C)n1 (stereo unspecified)	2	6	-6	12	0	4	4	2
24	CCOC(=O)C1(CCc2ccccc2)CCN(Cc2ccc(C(=O)OC)cc2)CC1	5	2	-5	-12	4	11	7	0

# More compounds
(25) O=C(CN(C1CC1)S(=O)(=O)c1ccc(S(=O)(=O)N2CCCCCC2)cc1)Nc1ccccc1
(26) CCOC(=O)c1cc(C)nc(SC)c1C#N
(27) COCCCNCCOc1ccc(C(C)(C)c2ccccc2)cc1
(28) O=C1CCCN1CCCNS(=O)(=O)c1cccs1
(29) COCc1cc(C)nc(SC)c1C#N
(30) C#Cc1ccc([C@H]2C=C(C(=O)OCC=C)O[C@@H](OCCCCO)C2)cc1
screen / no.	25	26	27	28	29	30
A3G deaminase	-3	-7	-7	-8	-4	-1
UBC13 inh	-6	4	6	-4	0	-22
SENP8 block-1	-7	-2	-14	-16	-2	-10
SENP7 block	0	-8	-10	0	-8	3
SENP6 block	-2	-14	-15	-2	-20	-1
Apaf-1 inh	-2	5	-36	3	8	15
SENP8 block-2	11	-12	19	12	0	-15
SENP1 inh	3	1	0	1	0	0

(31) COc1ccc(CCNC(=O)C23CCC(C)(C(=O)C2Br)C3(C)C)cc1OC (stereo unspecified)
(32) O=C(NCCCN1CCCC1=O)c1c(O)nc2sccn2c1=O
(33) O=C(Nc1cccc(C(F)(F)F)c1)c1cc(-c2cccs2)on1
(34) COc1cccc(OCc2nc(-c3ccc(Br)o3)no2)c1
(35) COc1cc(NC(=S)Nc2cccnc2)cc(OC)c1OC
(36) O=C(Cc1sc(Nc2ccccc2)nc1-c1ccccc1)NCc1ccccn1
screen / no.	31	32	33	34	35	36
A3G deaminase	-7	-4	-2	-6	-1	-6
UBC13 inh	-4	1	2	-11	-2	-6
SENP8 block-1	-4	-6	6	-18	5	5
SENP7 block	-10	-7	-9	-17	-1	6
SENP6 block	-10	-9	15	-30	-18	15
Apaf-1 inh	-6	-5	-22	8	-7	-6
SENP8 block-2	-1	3	22	8	-2	-48
SENP1 inh	2	1	0	1	2	1

(37) COc1cccc(OCCCN2CCCCC2)c1
(38) O=C(Nc1cccc(-c2nn[nH]n2)c1)c1cccs1
(39) CC(C)(C)OC(=O)NC(CCNC=C1C(=O)OC(C)(C)OC1=O)C(=O)O (stereo unspecified)
(40) C=CCN(C(=O)OC(C)(C)C)S(=O)(=O)NCc1ccccc1
(41) CCc1cc(C(=O)COc2ccccc2F)c(O)cc1O
(42) S=C(N/N=C/c1ccc2ncccc2c1)Nc1ccccc1
screen / no.	37	38	39	40	41	42
A3G deaminase	-2	-10	-4	-3	-1	4
UBC13 inh	12	-11	5	11	-8	-18
SENP8 block-1	0	-10	1	5	-15	-7
SENP7 block	-3	11	0	8	-5	-3
SENP6 block	-6	-5	-20	8	-13	-8
Apaf-1 inh	-10	-6	-19	7	-3	10
SENP8 block-2	14	-2	5	12	21	-9
SENP1 inh	2	2	1	1	-1	1

(43) Cn1/c(=N/N=C/c2ccc(N3CCOCC3)cc2)sc2ccccc21
(44) COC(=O)CSc1nnc(NC(=O)c2ccc3c(c2)OCO3)s1
(45) Cc1cc(NC(=O)CCC(=O)N(c2ccc(F)cc2)C(C(=O)NC2CCCC2)c2ccncc2)no1 (stereo unspecified)
(46) CCOc1ccc(CCNC(=O)CSc2cc(=O)n(CC)c3ccccc23)cc1OCC
(47) Cn1c(COc2ccc(Cl)cc2)nnc1SCC(=O)NC1CCCCC1
(48) CC1=C(C(=O)OC(C)C)C(c2cccs2)N2C(=O)C(C)SC2=N1 (stereo unspecified)
screen / no.	43	44	45	46	47	48
A3G deaminase	-4	-6	-3	-3	5	0
UBC13 inh	-6	-3	-2	10	2	-12
SENP8 block-1	-3	-22	-1	2	-5	3
SENP7 block	0	14	-7	-5	13	14
SENP6 block	9	1	-9	-7	-4	5
Apaf-1 inh	-2	-19	-1	2	-12	24
SENP8 block-2	-26	-38	22	5	13	4
SENP1 inh	-4	-1	4	1	2	1

(49) CCOC(=O)c1nnsc1-c1ccc(-c2snnc2C(=O)OCC)cc1
(50) COC(=O)CSc1nc2nc(C)c(Br)cc2[nH]1
(51) Cc1ccc(C(=O)N[C@H](C(=O)OCC(=O)c2ccc[nH]2)C(C)C)cc1
(52) Cc1noc(C)c1NC(=O)N(C)C[C@H]1Oc2c(NC(=O)Cc3ccccc3)cccc2C(=O)N([C@H](C)CO)C[C@@H]1C
(53) O=S(=O)(Nc1cccc(S(=O)(=O)N2CCCCC2)c1)c1ccccc1F
(54) COc1ccc2c3n([n+]([O-])c2c1)CCN=C3c1ccc(C)cc1
screen / no.	49	50	51	52	53	54
A3G deaminase	-4	-9	-10	-7	-3	-13
UBC13 inh	6	-8	-8	-11	7	2
SENP8 block-1	-6	-4	-12	-5	9	-20
SENP7 block	-5	-4	-4	-8	3	-16
SENP6 block	-15	-15	-27	-16	2	4
Apaf-1 inh	8	-2	3	21	-2	16
SENP8 block-2	16	5	-3	6	1	-23
SENP1 inh	1	0	-13	1	2	-5

(55) CCOC(=O)C1C(=O)NC(c2ccccc2)=NC1c1cccc(Br)c1 (stereo unspecified)
(56) O=C(CN1CCN(S(=O)(=O)c2ccccc2)CC1)Nc1ccccc1Cl
(57) N#Cc1c(N)c(C(=O)c2ccccc2)n2c1CCC2
(58) Clc1nccnc1N/N=C/c1ccc(Br)cc1
(59) Cc1ccc(/C=N/NC(=O)Cn2nc(C)c(Br)c2C)o1
(60) O=C(NCc1ccncc1)C(=O)NCC1OCCCN1S(=O)(=O)c1cc(F)ccc1F (stereo unspecified)
screen / no.	55	56	57	58	59	60
A3G deaminase	0	-4	-3	0	-3	-5
UBC13 inh	-3	3	-11	-11	-1	1
SENP8 block-1	4	9	-8	94*	-1	-3
SENP7 block	3	5	-9	98*	10	-4
SENP6 block	5	8	-10	96*	-9	-9
Apaf-1 inh	5	18	2	-6	8	-25
SENP8 block-2	11	2	3	-204	11	3
SENP1 inh	1	2	-7	0	2	-2

# Compound activity as filed in PubChem BioAssay.

# Not a hit list; overall some 3.6% were active at least once.
